Source: PubChem
HCMV antiviral: human cytomegalovirus inhibition; HFF cells, HCMV-luciferase reporter, 72 h; active compounds read low; activity change, negative = inhibition, % at 57.5 µM; actives 4.5% (n = 410,000); in the data active = activity change below about -60%; inconclusive = no clear call, values can overlap the other calls; inactive = above about -39%; note: % is set by controls: 0 for no effect and ±100 for the full control effect
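Cell-based, HFFs, 1000 cells/well, 16 h 37C; cpds in DMSO + HCMV-luc, MOI 1 PFU/cell; 72 h 37C; OneGlo luminescence after 5 min RT; norm. to buffer vs Salinomycin 10uM.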
Shiga toxin inh: blocks Shiga toxin action in Vero cells. Vero cells, Shiga toxin protein synthesis inhibition reporter. inhibition, % at 38.7 µM. actives 9.2% (n = 290,000). AID 2315; in the data active = inhibition mostly above about 28%, no sharp cut-off; inactive = mostly below about 43%; note: 0% is about no effect
AMA1-RON2 inh: inhibitors of Plasmodium falciparum AMA1-RON2 interaction; actives 0.2% (n = 360,000); Potency, µM (titrated, usually from 58.2 µM), for the others: at the top dose activity change, negative = inhibition, hits mostly inhibitors; AlphaScreen AMA1-biotinylated RON2 peptide binding;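 note: potency is the fitted concentration of half-maximal effect; 0% = vehicle wells and -100% = peptide control; nearly all actives have a fitted effect of over 45% in size; some results filed as inactive show a strong effect at the top dose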
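AMA1 (3D7) with his tag at 25 nM final met compounds first, then biotinylated RON2 peptide at 25 nM; detection used donor plus acceptor beads, 10 µg/mL apiece, read by AlphaScreen after 30 min at room temperature.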
AmpC no deterg: inhibitors of E. coli AmpC beta-lactamase without detergent | P00811 | AmpC nitrocefin hydrolysis, absorbance 480 nm, 0.0001% Triton | Potency, µM (doses to about 57.1 µM), inactives show at the top dose activity change, negative = inhibition, most hits filed as inhibitors | actives 0.52% (n = 330,000) | AID 485341;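 note: potency is the fitted concentration of half-maximal effect; plate controls were no compound for no effect and no enzyme for full effect; nearly all actives have a fitted effect of over 20% in size; some results filed as inactive show a strong effect at the top dose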
Target sequence (P00811 whole entry, looked up): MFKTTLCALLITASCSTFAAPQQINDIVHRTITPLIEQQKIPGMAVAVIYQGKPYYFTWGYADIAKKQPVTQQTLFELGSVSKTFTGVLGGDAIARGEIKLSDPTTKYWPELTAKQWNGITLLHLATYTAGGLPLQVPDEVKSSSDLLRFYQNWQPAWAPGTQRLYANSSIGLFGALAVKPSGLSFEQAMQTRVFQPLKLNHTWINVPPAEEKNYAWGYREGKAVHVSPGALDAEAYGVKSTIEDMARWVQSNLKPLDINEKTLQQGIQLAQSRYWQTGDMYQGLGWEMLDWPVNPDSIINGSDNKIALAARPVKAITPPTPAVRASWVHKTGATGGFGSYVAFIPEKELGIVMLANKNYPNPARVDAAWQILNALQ
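AmpC (5.3 nM in the dispensed reagent) in 20 mM phosphate pH 7.0 with 0.01% (detergent screen) or 0.0001% Triton X-100 was preincubated with compounds for 15 min at room temperature. Nitrocefin was then added from an 800 uM solution, and hydrolysis was followed at 480 nm.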
AmpC detergent: inhibitors of E. coli AmpC beta-lactamase with detergent; P00811; AmpC hydrolysis of nitrocefin, absorbance 480 nm, 0.01% Triton; Potency, µM (top dose mostly 114 µM), without a hit: at the highest dose activity change, negative = inhibition, most hits filed as inhibitors; actives 0.041% (n = 370,000); AID 485294;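 note: potency is the fitted concentration of half-maximal effect; 0% = no-compound wells and -100% = no-enzyme wells; nearly all actives have a fitted effect of over 25% in size; some results filed as inactive show a strong effect at the top dose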
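20 mM phosphate pH 7.0 + 0.01% (detergent screen) or 0.0001% Triton X-100; 5.3 nM AmpC reagent; cpd preinc 15 min RT; nitrocefin (800 uM stock) to start; A480 q20 s × 4 min; Activity was normalised to no-enzyme and no-compound control wells.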
Giardia FBPA inh: blocks Giardia fructose-bisphosphate aldolase activity; A8B2U2; purified Giardia FBPA; Potency, µM (series often up to 59.6 µM), inactives show at the highest dose activity, negative = inhibition, hits mostly inhibitors; actives 0.71% (n = 290,000); note: potency is the fitted concentration of half-maximal effect; % is set by controls: 0 for no effect and ±100 for the full control effect; nearly all actives have a fitted effect of over 55% in size
Target sequence (A8B2U2 whole entry, looked up): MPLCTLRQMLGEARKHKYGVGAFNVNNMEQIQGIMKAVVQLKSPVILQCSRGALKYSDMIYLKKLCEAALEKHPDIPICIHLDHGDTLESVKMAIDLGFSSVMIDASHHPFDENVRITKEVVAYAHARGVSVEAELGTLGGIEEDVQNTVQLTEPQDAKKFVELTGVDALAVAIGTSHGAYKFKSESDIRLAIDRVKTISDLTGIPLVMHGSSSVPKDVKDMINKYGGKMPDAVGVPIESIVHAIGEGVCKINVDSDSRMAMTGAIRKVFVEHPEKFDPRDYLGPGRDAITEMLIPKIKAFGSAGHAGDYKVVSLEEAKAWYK
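Giardia FBPA (40 nM reagent) was preincubated 10 min at RT with compound (up to 57.5 uM final), then substrate plus GAPDH/TPI/NAD/arsenate coupling system with diaphorase/resazurin was added; resorufin fluorescence (525/598 nm) was read after 20 min.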
CHX counter: counter-screen for Shiga toxin inhibitors: cycloheximide protein synthesis inhibition; actives 12% (n = 300,000); max response, %; cell reporter, cycloheximide protein synthesis inhibition counterscreen; AID 2314; in the data active = max response mostly above about 13%, no sharp cut-off; inactive = mostly below about 14%; note: read at 38.3 µM for the half of the compounds with a filed dose; 0% is about no effect
* hit, by the source's call; ? = inconclusive; . = not tested or not shown; & = joins results of further samples; [ ] = dose if it differs, or a comment. Unless noted, calls come from the whole dose curve; as a rule, active = well fitted curve in the direction sought with a large enough effect; inconclusive = small, poorly fitted or top-dose-only effect, or another doubt; inactive = no such curve, though single readings can be large; an effect the other way counts as inactive or inconclusive.

Below each compound: HCMV antiviral, Shiga toxin inh, AMA1-RON2 inh, AmpC no deterg, AmpC detergent, Giardia FBPA inh, CHX counter
CC(C)(C)NC(=O)COC(=O)c1cc(Cl)ccc1[N+](=O)[O-]
    ?, 20, 6%, -4%, 2%, 4%, 31
COC(=O)c1cc(S(=O)(=O)N2CCOCC2)c(N2CCOCC2)cc1N1CCOCC1
    42, -14, -1%, -10%, -16%, -13%, -2
CN(C)c1nc(-c2ccc([N+](=O)[O-])cc2)cs1
    ?, 78, ?, -25%, 0%, -5%, 21*
Cc1nc2c(sc3nc(N4CCOCC4)c4c(c32)CC(C)(C)OC4)c(-c2ccc(Cl)cc2)c1C(=O)O
    -26, 7, 1%, 126%[activator], 2%, -4%, -2
CC(C)C(c1nnnn1Cc1ccccc1)N(Cc1ccco1)Cc1cccs1 (stereo not given)
    -5, 21, -13%, -26%, -15%, 3%, -3
COc1ccc(NC(=S)N2CCc3ccccc3C2)cc1OC
    -1, 49*, -10%, -10%, -1%, -12%, 10
Clc1ccc(-c2ncc3ccccn23)c(Cl)c1
    ?, 8, -6%, -18%, 3%, 1%, -1
Cc1ccc(C(=O)NCC(=O)Nc2ncccc2C)s1
    -29, ., -1%, -7%, 0%, ., .
CCOC(=O)CC(NC(=O)c1ccco1)c1ccc(C)cc1 (stereo not given)
    -3, 12, 4%, -13%, -11%, 2%, -1
CCOC(=O)c1ccccc1NC(=O)COC(=O)c1ccccc1C(=O)N(C)c1ccccc1
    -30, ., -12%, 70%[activator], ?, ., .
CCOCCOC(=O)c1[nH]c2c(c1C)C(=O)CC(c1ccc(OC)c(OC)c1)C2 (stereo not given)
    ?, -19, -6%, 70%[activator], -4%, 4%, -3
CCc1cc(CNC(=O)c2ccc(OC3CCN(CCc4ccccc4)CC3)cc2)on1
    0, -16, -12%, 24%, -14%, -7%, -3
CCCn1c2ccccc2c2cnn(CC(=O)NC3CCCCC3)c(=O)c21
    -19, -2, 0%, 12%, -2%, ., 1
COc1ccc(C2OC(=O)CC2C(=O)NCc2ccc(Cl)cc2)cc1OC (stereo not given)
    119, 85*, -3%, 1%, -4%, 6%, 34*
COc1cccc(/C=c2\sc3nc(-c4cccs4)nn3c2=O)c1OC
    -3, -2, 14%, -19%, -9%, 2%, -3
COc1ccc(C)cc1NS(=O)(=O)c1cc(C)ccc1C
    -16, 3, -6%, -11%, ?, -2%, 10
N/C(=N\N=C\c1ccco1)SC1CC(=O)N(c2ccc(C(=O)O)cc2)C1=O (stereo not given)
    -22, -9, 8%, -27%, 2%, 4%, 1
COc1ccc(C2CCCN2C(=O)Nc2ccc(C)c(C)c2)cc1OC (stereo not given)
    -9, -8, -9%, 12%, ?, -10%, -5
CC(C)CN(CC(C)C)S(=O)(=O)N1CCC(C(=O)NCc2ccco2)CC1
    -4, -2, -3%, 12%, 3%, 3%, 13
Cc1cccnc1NC(=S)NC(=O)c1cccs1
    179, 191*, 16%, -20%, -10%, 20µM*, 59*

The final 5 compounds of the section above open the next one.
Below each compound: HCMV antiviral, Shiga toxin inh, AMA1-RON2 inh, AmpC no deterg, AmpC detergent, Giardia FBPA inh, CHX counter
COc1ccc(C)cc1NS(=O)(=O)c1cc(C)ccc1C
    -16, 3, -6%, -11%, ?, -2%, 10
N/C(=N\N=C\c1ccco1)SC1CC(=O)N(c2ccc(C(=O)O)cc2)C1=O (stereo not given)
    -22, -9, 8%, -27%, 2%, 4%, 1
COc1ccc(C2CCCN2C(=O)Nc2ccc(C)c(C)c2)cc1OC (stereo not given)
    -9, -8, -9%, 12%, ?, -10%, -5
CC(C)CN(CC(C)C)S(=O)(=O)N1CCC(C(=O)NCc2ccco2)CC1
    -4, -2, -3%, 12%, 3%, 3%, 13
Cc1cccnc1NC(=S)NC(=O)c1cccs1
    179, 191*, 16%, -20%, -10%, 20µM*, 59*
Cc1noc(C)c1C(=O)OCC(=O)Nc1ccccc1Oc1ccccc1
    26, 24, -3%, 6%, -4%, 2%, -1
[O-][n+]1onc2c1CCc1nnc(-c3ccccc3)cc1-2
    ?, 4, -2%, -27%, ?, 6%, 0
COc1cccc(CN2CCN(Cc3ccc(O)c(OC)c3)CC2CCO)c1 (stereo not given)
    17, 24, -10%, 8%, -3%, -8%, -2
CC(C)N1CCN(C(=O)c2ccc(NC(=O)c3ccc(Br)o3)cc2)CC1
    -18, ., 8%, -1%, ?, ., .
Cc1csc(C(C)NC(=O)c2ccc(OC3CCN(CCc4ccccc4)CC3)cc2)n1 (stereo not given)
    -33, 16, 0%, 77%[activator], 1%, ., 14
Cc1cccc(C)c1NC(=O)NCCCN1CCN(c2ccccc2)CC1
    -20&3, -10, -9%, -16%, 2%&1%, -1%, 13
COc1ccc(Cl)cc1NC(=O)CN(C)C(=O)C1CC1
    -22, ., 5%, 3%, ., ., .
COC(=O)c1ccc(CSc2nnc(-c3ccncc3)n2Cc2ccccc2)o1
    33, -14, -17%, 30%, 0%, -3%, 3
COc1ccc(NS(=O)(=O)c2ccc(OC)c(NC(=O)CCC3CCCCC3)c2)cc1
    -36, 30, -7%, -42%, -2%, 1%, -2
COc1cccc(CN2C(=O)c3ccccc3C2C(=O)NCC2CCCO2)c1 (stereo not given)
    18, -19, 19%, -6%, -6%, 3%, 9
COc1ccc([N+](=O)[O-])cc1NC(=O)c1ccco1
    -24, 15, 10%, -16%, -3%, 0%, -5
COc1ccc(C2Nc3ccccc3NC3=C2C(=O)CC(C)(C)C3)cc1OC (stereo not given)
    18, 2, -4%, -17%, -4%, -8%, 5
COC(=O)c1cc(S(=O)(=O)N2CCCCC2)c[nH]1
    13, -7, 6%, -29%, 7%, 2%, 4
CCC(C)NCCOCCOc1ccc(Cl)c2ccccc12 (stereo not given)
    -11, -24, -12%, 97%[activator], -2%, ?, 5
c1coc(-c2ccnc(-n3cccc3)n2)c1
    -38, 19, -5%, -12%, ?, 5%, 46*
CCCCOP(=O)(OCCCC)C(O)c1ccc(Br)cc1 (stereo not given)
    39, -5, -11%, 40%, -11%, 1%, -3
Cc1nnc(Sc2cc(NCCO)c([N+](=O)[O-])c3nonc23)s1
    -10, -6, -4%, -57%, ?, ?, -2
O=C(CSc1ccc2nnc(CCNC(=O)c3ccccc3)n2n1)Nc1ccccc1F
    23, -12, 5%, -12%, -15%, 4%, -5
COc1ccc2ncc(S(=O)(=O)c3ccccc3)c(N3CCN(c4ccccc4)CC3)c2c1
    -68*, 1, -29%, -12%, -2%, 1%, -2
COc1cc(C2C(C(=O)Nc3ccc(F)cc3)=C(C)Nc3nc(CCCO)nn32)cc(OC)c1OC (stereo not given)
    8, -5, 0%, 14%, ?, 1%, -5
CC1(OC(=O)C2CCCC2)C(=O)C=C2C=C(c3ccsc3)N(CCCCO)C=C2C1=O (stereo not given)
    ?, -7, -5%, 53%, 2%, ?, -7
Cc1ccc(OCCOCCOc2cccc3cccnc23)c(Br)c1
    -6, 9, -2%, 65%[activator], -7%, -3%, -1
Cc1ccc(N(Cc2ccccc2)C(=O)Cc2ccc(S(=O)(=O)N3CCOCC3)s2)cc1
    -26, ., -20%, 16%, ?, ., .
COc1ccc(-c2nnc3ccc(SCC(=O)NCC4CCCO4)nn23)cc1 (stereo not given)
    ., -6, -6%, ?, 0%, 0%, -2
COc1ccccc1N1CCN(/N=C(\C)c2ccc(O)cc2)CC1
    -24, 43*, 4%, 51%, -13%, 0%, 28*
COC(=O)C1C(=O)C=C(Nc2ccc(F)cc2F)CC1c1ccccc1 (stereo not given)
    25, 55, 8%, -14%, -15%, 13%, 21*
Cc1ccc([N+](=O)[O-])cc1NC(=O)CSc1nncn1-c1ccccn1
    -3, 98*, 7%, -16%, 7%, -20%, -3
O=C(Nc1nc2c(ccc3ccccc32)s1)c1ccco1
    83, 102*, 14%, -36%, 1%, ., 47*
O=C(Nc1ccn(Cc2ccccc2F)n1)c1ccc(COc2cc(Cl)ccc2Cl)o1
    -20, -14, -1%, -41%, -3%, -4%, 8
Cc1ccc(-c2cc(C(F)(F)F)c(C#N)c(SCC(=O)O)n2)cc1
    61&13, 4, -1%, -14%, -2%&15%, 6%, 8
O=C(NCCCSc1ccccc1)c1ccc(=O)[nH]c1
    12, -15, 4%, -14%, 4%, ., 7
CCOC(=O)CCC(NC(=O)c1ccccc1C(=O)NC(CCC(=O)OCC)C(=O)OCC)C(=O)OCC (stereo not given)
    -14, -1, -1%, 45%, 0%, 2%, 5
CC1(C)C2CCC(C2)C1(C)NC(=O)CNC1CCCCC1 (stereo not given)
    -13, -12, -15%, -15%, 4%, ?, 0
COc1ccc(Cl)cc1NC(=O)C[n+]1cccc(C)c1
    -8, -1, -8%, -4%, 4%, 0%, -3
Cc1nn(-c2ccccc2)c(C)c1C(=O)NCc1cccs1
    -39, 23, 24%, -12%, -1%, 1%, 1
CN(CC1COc2ccccc2O1)C(=O)CSc1ncccn1 (stereo not given)
    67, ., 4%, 1%, ., ., .
COc1cc(/C=N/n2c(C3CCCCC3)n[nH]c2=S)ccc1O
    -1, -9, 38%[activator], -33%, -10%, 27%, 4
CCOc1ccc(NC(=O)CCNS(=O)(=O)c2cccc3nsnc23)cc1
    -26&12, 1, 20%, -9%, -12%&8%, -8%, -6
Cc1ccc(S(=O)(=O)N2CCCC2C(=O)NC2=NCCS2)cc1 (stereo not given)
    2, -12, -1%, -23%, ?, -2%, 1
CC(C)=CCC/C(C)=C/CNC(=O)CC1C[C@H](C(=O)N2CCCCC2)[C@@]2(C)c3[nH]c4ccccc4c3CCN2C1=O (stereo not given in full)
    1, ., 5%, 3%, ., ., .
CN(Cc1nc(C(c2ccccc2)c2ccccc2)no1)CC1COCCO1 (stereo not given)
    -36, 47, -14%, -13%, -4%, -19%, 15*
COc1ccccc1/C=C/c1nc(C#N)c(N(C)C)o1
    192&115, 87*, -3%, -2%, -8%&18%, 5%, 33*
CC(NC(=O)c1cc2cc(Br)ccc2oc1=N)c1ccccc1 (stereo not given)
    1, 15, -4%, -39%, -16%, -4%, -2
COc1ccc(OC)c(S(=O)(=O)N2CCCCCC2)c1
    -36, -6, 2%, -23%, -15%, 1%, -1
O=C(/C=C/c1ccc(Cl)c([N+](=O)[O-])c1)Nc1ccc(N2CCCC2)c(Cl)c1
    -68*, 15, -13%, -20%, 4%, 0%, -4
CC1=NN(c2ccccc2)C(=O)C1N=Nc1ccc(C)cc1 (stereo not given)
    ., 25, ., -6%, -1%, 2%, 17
COc1ccc(OCCCC(=O)NCc2ccco2)cc1
    5, -1, 2%, -7%, 5%, 11%, -1
COC(=O)c1ccc(C(=O)NC(=S)Nc2nc3c(s2)CC(C)CC3)cc1 (stereo not given)
    9, 7, 20%, -22%, -12%, ?, 27*
CCCCOn1c(C)c(C(=O)OCC)c2c3no[n+]([O-])c3ccc21
    15, -12, 6%, -17%, -5%, 0%, -2

This is a random part of the collection, and some 16% of all compounds hit somewhere here.
